ALOX12 inh: inhibitors of human 12S-lipoxygenase ALOX12 | purified 12hLO, xylenol orange hydroperoxide absorbance | Potency, µM (titrated, usually from 108 µM), for the others: at the top dose activity change, negative = inhibition, actives largely listed as inhibitors | 580,000 compounds, 1.1% hits | AID 1671190; active = well fitted inhibition curve with a large enough effect; inconclusive = small, poorly fitted or top-dose-only effect, or another doubt; inactive = no such curve, though single readings can be large or run the other way
Target sequence (P18054 whole entry, looked up): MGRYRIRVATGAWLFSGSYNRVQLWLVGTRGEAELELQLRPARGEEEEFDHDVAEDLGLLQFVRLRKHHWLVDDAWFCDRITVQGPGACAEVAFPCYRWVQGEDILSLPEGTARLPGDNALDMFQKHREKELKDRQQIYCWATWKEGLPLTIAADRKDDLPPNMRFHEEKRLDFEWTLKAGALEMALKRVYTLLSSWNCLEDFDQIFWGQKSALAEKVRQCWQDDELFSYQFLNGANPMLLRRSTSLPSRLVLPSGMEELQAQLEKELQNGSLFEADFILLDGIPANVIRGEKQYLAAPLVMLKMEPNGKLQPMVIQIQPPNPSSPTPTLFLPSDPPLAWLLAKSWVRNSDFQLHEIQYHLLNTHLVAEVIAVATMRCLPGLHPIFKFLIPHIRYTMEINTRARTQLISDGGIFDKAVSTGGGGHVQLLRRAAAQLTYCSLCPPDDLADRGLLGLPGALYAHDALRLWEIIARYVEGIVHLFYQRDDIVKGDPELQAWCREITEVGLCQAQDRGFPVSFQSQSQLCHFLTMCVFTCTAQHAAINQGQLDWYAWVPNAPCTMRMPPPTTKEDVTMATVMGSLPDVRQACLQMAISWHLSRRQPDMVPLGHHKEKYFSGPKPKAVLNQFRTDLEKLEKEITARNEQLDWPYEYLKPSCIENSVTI
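Purified human 12hLO (150 nM final) in 25 mM Hepes, 0.01% Triton X-100, pH 7.0 was preincubated 15 min at room temperature with compound. Then 40 uM arachidonic acid was added, 30 min. Hydroperoxide was read by Fe-XO absorbance ratio 573/405 nm.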
* marks the source's active call; other numbers are inactive results; ? = inconclusive; [ ] = dose if it differs, or a comment. % is set by controls: 0 for no effect and ±100 for the full control effect; potency is the fitted concentration of half-maximal effect. Not all compounds are listed, so the mix of outcomes need not match the whole.

SMILES | ALOX12 inh
CO[C@H]1C=CC=C(C)C(=O)NC2=CC(=O)C(NCCN(C)C)=C(C[C@@H](C)C[C@H](OC)[C@@H](O)[C@@H](C)C=C(C)[C@@H]1OC(N)=O)C2=O | -35.3%[57.4 µM]
COc1ccc(-n2nc3n(c2=O)CCN(C(=O)c2ccccn2)C3)cc1 | -2.3%[6.33 µM]
CC1CCC2(CC1)OCC(C(=O)NCc1ccccc1F)N2C(=O)c1ccc(F)cc1 (stereo unspecified) | 42.7%[activator]
O[C@H]1COCCN(Cc2ccc(OC(F)(F)F)cc2)C1 | 22.4%[176 µM]
Cc1nnc(-c2cc(-c3ccc(CO)cc3)ccn2)n1CCc1ccccc1 | 7.0%[176 µM]
O=C(NCCC1CCN(C(=O)Nc2ccccc2F)CC1)C1CCCC1 | 8.2%
Cc1nn(-c2ccc(F)cc2)c(Oc2ccc(F)cc2F)c1CCC(=O)N1CCSCC1 | -5.9%
COCCN1CCCCC(CC(=O)Nc2ccc(OC)c(OC)c2)C1=O (stereo unspecified) | 16.0%
CCC(=O)NCC1Cn2cccc2C(=O)N1Cc1ccccc1 (stereo unspecified) | 13.6%
O=C(NCCN1CCOCC1)c1noc(-c2ccccc2F)n1 | 44.2%[activator]
COc1ccc(NC(=O)NCCc2noc(C3CC3)n2)cc1OC | 20.3%
C=CCNC(=O)[C@@H]1Cc2cn(Cc3cccnc3)c3cccc(c23)[C@H](CC(C)C)N1 | 34.0%[activator][176 µM]
COc1ccc(C(=O)NCC2CCN(C(=O)C(=O)c3cccs3)CC2)c(OC)c1 | 13.4%
CC(=O)Oc1c(-c2ccc(NC(=O)c3ccco3)cc2)c(-c2cccc(C)c2)nn1-c1ccc(F)cc1 | ?
COc1ccc(-c2ccc3nnc(CNC(=O)c4ccc[nH]4)n3n2)cc1 | 21.8%

Retrieved by compound from the entries so far:
SMILES | ALOX12 inh
Cc1nnc(-c2cc(-c3ccc(CO)cc3)ccn2)n1CCc1ccccc1 | 7.0%[176 µM]
COc1ccc(NC(=O)NCCc2noc(C3CC3)n2)cc1OC | 20.3%

Next section
SMILES | ALOX12 inh
O=C(Nc1ccc(F)cc1)c1ccc2c(c1)OCCN(CCC(F)(F)F)C2 | 5.5%[176 µM]
O=C(CN1CCCCCC1)N1C[C@@H](CO)[C@H](c2ccncc2)C1 | 57.6%[activator]
COC(=O)[C@@H]1Cc2c([nH]c3ccccc23)[C@H]2C[C@H](NCCN3CCOCC3)C[C@@H](c3ccc(F)cc3)N21 | 6.5%
O=C(Nc1ccc(Oc2ccccc2)cc1)O[C@@H]1CO[C@H]2[C@@H]1OC[C@@H]2n1nnnc1-c1ccc(-c2ccccc2)cc1 | 50.8%[activator]
Cc1ccccc1S(=O)(=O)N1CCN(C2CCN(Cc3cccnc3)C2=O)CC1 (stereo unspecified) | 3.5%
COC(=O)c1ccc2nc(C[C@@H]3C[C@@H](C(C)C)[C@H](CNC(=O)C4CCCCC4)C=C3C)[nH]c2c1 | 61.8%[activator]
O=C(NC1CC1)[C@@H]1C[C@H](Oc2cccnc2)CN1 | 13.6%
CC(C)CNC(=O)C1(CCO)CCN(Cc2ccccc2)C1 (stereo unspecified) | 38.6%[activator]
Cc1ccc(C(=O)N2CCC3(CC2)[C@H](O)C[C@@H]3O)cc1N1CCNC1=O | 11.0%
O=C(NCCOc1ccccc1)c1cnc2n1CCN(Cc1ccncc1Cl)CC2 | 0.4%[176 µM]
O=C(Cc1ccccc1Cl)N1CCC[C@H]1c1nc(-c2ccc(F)cc2)no1 | 11.1%
CNC(=O)[C@@H]1C[C@H](Oc2cccnc2)CN1C(=O)Cc1cccc(OC)c1 | 71.8%[activator]
Cc1cc(=O)n(CC(=O)Nc2ccc(C)c(F)c2)c(N2CCc3ccccc3C2)n1 | ?
C=CCN(CC=C)C(=O)C1CCCN(C2CCN(C3Cc4ccccc4C3)CC2)C1 (stereo unspecified) | -3.7%
CC1(C)C(=O)Nc2ccc(S(=O)(=O)N3CCC(c4noc(-c5ccccc5)n4)C3)cc21 (stereo unspecified) | 23.1%
CN1C(=O)C(CC(N)=O)=C2CCCCC21 (stereo unspecified) | 18.6%
CN(C)c1ccc(CN2CCC3(C2)C(=NC2CCCCC2)NC(=O)N3c2cc(F)cc(F)c2)cc1 (stereo unspecified) | 6.7%[6.33 µM]
c1ccc(-c2noc(-c3ccccc3OC3CCNC3)n2)cc1 (stereo unspecified) | 3.8%
O=C(c1cccc(F)c1)N1CCC(Oc2ccccc2)C1 (stereo unspecified) | 46.9%[activator]
CCOC(=O)c1ccc(NC(=O)[C@@H]2CCC(=O)N2C2OC(=O)c3c2ccc(OC)c3OC)cc1 (stereo partly specified) | -18.1%
O=C(NCc1cccnc1)C1CCN(c2nc(-c3ccccc3)nc3c2CCC3)CC1 | 20.1%
CN1CCc2nc(N3CCc4ccccc4C3)[nH]c(=O)c2CC1 | 29.8%
CCS(=O)(=O)N1CCN(C2CCN(CCC(C)C)C2=O)CC1 (stereo unspecified) | -13.8%
Cc1noc2nc3c(c(C(=O)N[C@H]4CC[C@H]4NC4CCCC4)c12)CCC3 | 26.7%
CN1CCN(c2ccc3ncc(Nc4ccccc4-c4ccccc4)n3n2)CC1 | ?
CCc1nc2c(c(-c3ccc(Cl)cc3)n1)CN(Cc1ccsc1)CC2 | 6.4%
Cc1ccc(C)c(OCc2cc(C(=O)N3CCC(N4CCSCC4)CC3)no2)c1 | 64.4%[activator]
CCN1CCN(c2ccc(C(=O)N3CCCC(c4ccccc4)CC3)cn2)CC1 (stereo unspecified) | ?
COc1ccc(N2CCC(NC(=O)c3ccc4nc[nH]c4c3)C2=O)cc1 (stereo unspecified) | 21.3%
CO[C@H]1[C@H](NC(=O)Cc2cccnc2)c2ccccc2C12CCNCC2 | ?

(continued)
Structure	ALOX12 inh
CCCS(=O)(=O)N1CCCC(Cc2noc(-c3cnccn3)n2)C1 (stereo unspecified)	10.5%
CC(=O)Nc1cccc(-c2nc(-c3c(C)noc3C)cc3cc(C)oc23)c1	?
CCCC(NC(C)=O)C(=O)Nc1cccc(NC(=O)Cc2ccccc2)c1 (stereo unspecified)	64.4%[activator]
COCCCn1c(C)cnc1CC1CCN(C(=O)NC2CCCCC2)CC1	57.4%[activator]
O=S(=O)(NCc1ccc(Cl)c(Cl)c1)c1cc(Cl)ccc1N1CC[C@@H](O)C1	?
COCc1nc(-c2ccc(OC3CCN(C(=O)c4sc(C)nc4C)C3)cc2)no1 (stereo unspecified)	59.8%[activator]
CC(C)CCN1C[C@@H](CO)[C@H](c2nc(-c3cccnc3)no2)C1	71.8%[activator]
Cc1ccc(C2=NC3(CCN(C(=O)Cc4ccc(Cl)cc4)CC3)ON2)cc1	-2.0%
O=C1CCN(C(=O)c2ccccc2)CCCC(C(=O)NCCCN2CCCC2)CCN1 (stereo unspecified)	39.9%[activator]
Cc1cc2cc(-c3c(C)noc3C)nc(NC3CC3)c2o1	26.1%[176 µM]
N[C@@H](Cc1ccc(O)cc1)C(=O)N1CCc2c(nc(-c3cccnc3)[nH]c2=O)C1	27.4%
O=C1NCCCCCCN(Cc2ccncc2)[C@@H]2CN(S(=O)(=O)c3ccc4c(c3)CCC4)CC[C@H]12	?
CC(=O)OC1C(C)OC(Oc2c(-c3ccc(O)cc3)oc3cc(O)cc(O)c3c2=O)C(O)C1OC(C)=O (stereo unspecified)	?
N#Cc1ccc(CN2CCCCC23Cc2ccccc2CNC3=O)cc1 (stereo unspecified)	8.9%[6.33 µM]
CCN(CC)C(=O)C[C@@H]1c2nc(NC(=O)CC(C)(C)C)sc2C[C@@H]2[C@](C)(CO)[C@H](O)CC[C@]21C	6.8%
Fc1ccc(OC2CN(CC3CC3)C2)c(F)c1	?
CCCCCNc1ncnc2c1CN(c1ccccc1)C(=O)N(C)C2	-0.5%[176 µM]
CCCN1C(=O)CCc2cc(NC(=O)NCCCOCC)ccc21	9.3%
CC1Oc2ccc(NC(=O)CC(C)(C)C)cc2CN(CCc2ccccc2)C1=O (stereo unspecified)	?
COc1ccc(F)cc1-c1cccc(C=O)c1	-0.2%[12.5 µM]
C[C@H](NC(=O)C1CCN(C(=O)[C@@H]2CCCN2C(=O)OC(C)(C)C)CC1)C(=O)NCc1ccc(F)cc1	-3.9%
O=C(NC(c1ccccc1)c1ccccc1)c1cnc2c(c1)N(C(=O)Cc1ccc(O)cc1)CCC2	?
CCN1C(=O)Cc2cc(C(=O)Nc3ccccc3)ccc21	35.8%[activator]
CC(C)NC(=O)N(C)C[C@H]1OCc2cn(nn2)CCCC(=O)N([C@H](C)CO)C[C@@H]1C	0.4%
COCCOC1CCN(C(=O)c2ccc3[nH]ccc3c2)CC1	51.5%[activator]
Cc1cccc(C)c1N1C(=O)C(CCc2ccccc2)N(C(=O)c2ccc(F)cc2)c2ccccc21 (stereo unspecified)	8.2%
COc1ccc(CN2CCC3(C2)NC(=O)c2ccccc2CO3)cc1 (stereo unspecified)	49.9%[activator]
CCOc1cccc(CNC(=O)CCC2CCN(S(=O)(=O)c3ccccc3)CC2)c1	1.6%
CCNc1ncnc2sc3c(c12)CCN(C(=O)c1ccnn1C)C3	22.2%
Cc1c(O)cccc1C(=O)N1CCC2(CC1)CN(C)CCN2C	13.9%

Continued, overlapping the part above by 3 compounds.
Structure	ALOX12 inh
CCOc1cccc(CNC(=O)CCC2CCN(S(=O)(=O)c3ccccc3)CC2)c1	1.6%
CCNc1ncnc2sc3c(c12)CCN(C(=O)c1ccnn1C)C3	22.2%
Cc1c(O)cccc1C(=O)N1CCC2(CC1)CN(C)CCN2C	13.9%
COc1ccc(-c2cc(C[C@H]3CNCC[C@H]3CC(=O)N3CCN(c4ccccc4)CC3)no2)cc1	5.4%
COC1C(=O)CCC2(CO2)C1(O)C1(C)OC1CC=C(C)C (stereo unspecified)	62.7%[activator]
Cc1ccc(OCCC2CCN(C(=O)c3ccsc3)C2)cc1 (stereo unspecified)	-6.1%
CCc1nc(-c2c3n(c(=O)n(Cc4cccc(OC)c4)c2=O)CCCC3)no1	-7.5%
O=C(Cc1c[nH]c(=O)[nH]c1=O)NCc1cccnc1Oc1ccccc1F	31.9%
COc1ccc(C(=O)N2CCN(C(=O)c3nnn4c3COC(c3ccc(F)cc3)C4)CC2)cc1 (stereo unspecified)	20.1%
COc1ccc(NC(=O)CN2C(=O)NC3(CCOCC3)C2=O)c(OC)c1	31.4%[activator]
O=C(O)C[C@@H]1CCN(C(=O)c2ccc(C(F)(F)F)cc2)C[C@@H]1CCN1CCN(c2cccc(C(F)(F)F)c2)CC1	-15.2%
Cc1cn2nc(C(=O)N3CCC(NC(=O)c4ccc(C#N)cc4)CC3)cc2c(=O)[nH]1	5.6%
CC(=O)N1CCC(Cc2noc(-c3ccccc3)n2)C1 (stereo unspecified)	37.9%
CC(C)C(=O)NC1CCN(c2cn[nH]c(=O)c2)CC1	35.0%
CC(C)C1=NOC2(CCN(Cc3ccc(C#N)cc3)C2)C1 (stereo unspecified)	13.3%[12.5 µM]
Cc1cc(C(=O)N[C@@H]2CN(c3ccncn3)C[C@H]2CN(C)C)n[nH]1	61.9%[activator]
COC1CCOC2(CCN(C(=O)C3(c4ccccc4)CC3)CC2)C1 (stereo unspecified)	45.0%[activator]
O=C1CC[C@@]2(C(=O)N3CCOCC3)CCCC[C@@H]2N1CCc1ccccc1	2.4%
COc1cc(OC)cc(C(=O)N2[C@@H]3CC[C@H]2CC(NC(=O)c2ccc(F)cc2)C3)c1 (stereo partly specified)	31.9%[activator]
CCOCC(=O)N1CCC2(CC1)CN(C1CCC1)CC2COC (stereo unspecified)	53.5%[activator]
CCN1CCN(c2ccc3nnc(C4CCC4)n3n2)CC1	13.1%
COc1ccccc1-c1cnc(NCc2ccccc2)c2c1CCO2	-25.3%[176 µM]
CN(Cc1ccsc1)c1cc(C2CC(O)C2)ncn1 (stereo unspecified)	39.9%[activator]
Cc1[nH]ccc1C(=O)N(CCN1CCCCC1)CC1CCCN(C2CCCC2)C1 (stereo unspecified)	32.5%[activator]
CN(CC1CCOCC1)S(=O)(=O)c1cc(F)ccc1F	27.0%
CCCCN1CCOc2ccc(C(=O)NCc3ccccc3F)cc2C1	-10.0%
Cc1cccc(-n2ncc3c2CCCC3NC(=O)C2(C)CCNCC2)c1C (stereo unspecified)	-17.1%
COc1ccc(-c2cc(N3CCN(C(=O)c4cccc(OC)c4OC)CC3)n[nH]2)cc1	27.2%
O=C(c1ccc(Cl)cc1)N1CC2(CCCN2C2COC2)Cc2ccccc21 (stereo unspecified)	?
COc1ccc(S(=O)(=O)N2[C@@H]3CC[C@H]2CC(NC(=O)c2ccc(F)cc2)C3)cc1 (stereo partly specified)	?
COCCN1C(=O)c2cccn2CC1CNC(=O)CC(C)C (stereo unspecified)	28.5%
CCS(=O)(=O)N1CC[C@H]2C(=O)NCCCCCN(Cc3cccnc3)[C@@H]2C1	11.2%
COc1ccc(C)cc1NC(=O)Cn1cccc1-c1nc(-c2ccc3c(c2)OCO3)no1	?
CS(=O)(=O)N1C[C@H]2CCN(C(=O)c3ccc4[nH]ccc4c3)C[C@H]21	7.9%
Cc1cc(C)n(CCC(=O)N2CCC(c3noc(C4CC4)n3)C2)n1 (stereo unspecified)	26.4%
CCOC(=O)[C@H](CCc1ccccc1)N[C@@H](C)C(=O)N1[C@@H](C(=O)O)C[C@H]2CCC[C@@H]21	?
